# OXTR ag: human OXTR agonism. P30559. CHO-OTR cells, Fluo-8 calcium fluorescence; normalized: DMSO 0%, oxytocin 100%. activation, % at 3 µM. hit rate 0.32% among 320,000. AID 2435;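 active = activation above the mean of all tested compounds plus 3 SD, cutoff set per screening run, cut at about 20% in these data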;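 note: peak over basal fluorescence ratio from a 100 s FLIPR kinetic read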
# Target sequence (P30559 whole entry, looked up): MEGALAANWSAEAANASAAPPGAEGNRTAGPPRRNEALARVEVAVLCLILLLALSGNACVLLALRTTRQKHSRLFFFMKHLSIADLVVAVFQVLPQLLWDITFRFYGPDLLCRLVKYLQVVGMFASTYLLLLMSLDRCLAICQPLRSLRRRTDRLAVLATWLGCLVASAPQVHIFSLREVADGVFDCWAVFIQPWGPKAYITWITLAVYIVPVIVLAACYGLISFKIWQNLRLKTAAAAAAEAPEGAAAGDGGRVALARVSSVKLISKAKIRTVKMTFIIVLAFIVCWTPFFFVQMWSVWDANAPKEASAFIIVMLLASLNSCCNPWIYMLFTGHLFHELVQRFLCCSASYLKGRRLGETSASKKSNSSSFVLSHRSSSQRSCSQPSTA
# Starred values were filed as active, the others as inactive.
SMILES,OXTR ag
CC1(C)C[C@@H](O)CC2(C1)C[C@]1(C)CC(O)[C@H]2C(C)(C)C1 (stereo not given in full),-1.2
CC(OC(=O)CCN=C1NS(=O)(=O)c2ccccc21)C(=O)Nc1ccc(F)cc1 (stereo not given),0.4
CC(C)=CCC[C@](C)(O[C@@H]1O[C@H](CO[C@@H]2O[C@H](CO)[C@@H](O)[C@H](O)[C@H]2O)[C@@H](O)[C@H](O)[C@H]1O)C1CC[C@]2(C)C1C(=O)CC1[C@@]3(C)CC[C@H](O[C@H]4O[C@@H](CO)[C@H](O)[C@@H](O)[C@@H]4O)C(C)(C)C3CC[C@]12C (stereo not given in full),0.8
C=CCn1c(SC(C)C(=O)c2c(N)n(C)c(=O)n(C)c2=O)nnc1-c1ccoc1C (stereo not given),-0.7
CN(CC(=O)NNC(=O)CNC(=O)c1ccccc1Cl)S(=O)(=O)c1ccc(Cl)cc1,-0.5
CN(C(=O)COC(=O)C1=COCCO1)C1(C#N)CCCCC1,1.6
O=C(OCc1c(-c2ccccc2)ncc2ccccc12)c1ccco1,-1.4
C=CC(COCc1ccccc1)N(CC(=O)OC)S(=O)(=O)c1cc(Br)ccc1OC (stereo not given),2.1
Cc1ccc(NC(=O)COC(=O)c2ccc(Br)o2)cc1S(=O)(=O)N1CCCCC1,3.5
CNC(=O)c1cc(Oc2ccc(NC(=O)Nc3ccc(Cl)c(C(F)(F)F)c3)cc2)ccn1,17.3
Cn1nc(C(=O)NCc2cccc(F)c2)cc1C(=O)NCc1cccc(F)c1,1.1
CCC1NC(=O)c2cc(S(N)(=O)=O)c(Cl)cc2N1 (stereo not given),-0.5
O=C(COC(=O)Cn1cnc2ccccc21)Nc1ccc(F)c(F)c1,2.5
O=C(COC(=O)COc1cccc(C(F)(F)F)c1)Nc1ccc(N2CCOCC2)cc1,7.5
CCc1ccc(-c2csc(NC(=O)C3=COCCO3)n2)cc1,-1.4
OCc1ccc(N=Nc2ccccc2)cc1,0.1
Cc1cc(Cl)c(C)c(S(=O)(=O)N2CCN(C(=O)C3CCCO3)CC2)c1Cl (stereo not given),-0.4
O=C1N[C@@H](c2ccccc2)COC(=O)[C@@H](Cc2ccc(F)cc2)C/C=C\C[C@H]1CC(=O)N(CCO)Cc1ccccc1,2.3
Cc1cc(C)cc(NC(=O)CSc2nc3nc(C)cc(C)n3n2)c1,3.1
COc1ccc(CC(=O)OCC(=O)NC2CCCC(C)C2C)cc1 (stereo not given),-2.0
COc1cc(OC)cc(-c2c(-c3cccs3)c3cc(-c4ccc(OCc5ccccc5)cc4)ccc3n2C)c1,1.1
COc1cc(S(=O)(=O)N2CCN(C(=O)C3CC3)CC2)ccc1NC(C)=O,1.1
Cc1ccc(S(=O)(=O)N2CCN(c3nc(CN4CCCC4)nc4sc(C)c(C)c34)CC2)cc1,-0.4
CCC(CO)Oc1cc(NCc2ccncc2)c2ncn(C(C)C)c2c1 (stereo not given),-0.1
CCCc1cc(=O)[nH]c2nnc(SCC(=O)Nc3ccc4c(c3)OCCO4)n12,-0.6
Cc1ccc(N2C(=O)N(CC(=O)Nc3cccc([N+](=O)[O-])c3C)C(=O)C2C)cc1 (stereo not given),5.3
COc1ccc(C(=O)COC(=O)c2cc(=O)c3ccccc3o2)cc1,1.8
CSCCC(NC(=O)c1cc(S(=O)(=O)N2CCOCC2)ccc1F)c1nc2ccccc2[nH]1 (stereo not given),-0.1
COC(=O)[C@]1(Cc2ccccc2)N[C@H](c2ccc(-c3cccc(Cl)c3)cc2)[C@@H]2C(=O)N(C)C(=O)[C@@H]21,0.7
COc1ccc(S(=O)(=O)N2CCCCCC2)cc1C(=O)N(CC(C)C)C1CCS(=O)(=O)C1 (stereo not given),-0.3

# For convenience, some entries already given.
SMILES,OXTR ag
OCc1ccc(N=Nc2ccccc2)cc1,0.1
Cc1cc(Cl)c(C)c(S(=O)(=O)N2CCN(C(=O)C3CCCO3)CC2)c1Cl (stereo not given),-0.4

# The main list resumes; the 5 compounds before the break are reprinted first.
SMILES,OXTR ag
Cc1ccc(N2C(=O)N(CC(=O)Nc3cccc([N+](=O)[O-])c3C)C(=O)C2C)cc1 (stereo not given),5.3
COc1ccc(C(=O)COC(=O)c2cc(=O)c3ccccc3o2)cc1,1.8
CSCCC(NC(=O)c1cc(S(=O)(=O)N2CCOCC2)ccc1F)c1nc2ccccc2[nH]1 (stereo not given),-0.1
COC(=O)[C@]1(Cc2ccccc2)N[C@H](c2ccc(-c3cccc(Cl)c3)cc2)[C@@H]2C(=O)N(C)C(=O)[C@@H]21,0.7
COc1ccc(S(=O)(=O)N2CCCCCC2)cc1C(=O)N(CC(C)C)C1CCS(=O)(=O)C1 (stereo not given),-0.3
CN(C)CCNC(C(=O)Nc1cccc(S(=O)(=O)N2CCOCC2)c1)c1ccccc1 (stereo not given),1.2
COc1ccc2oc(C(=O)NCC(c3ccco3)N(C)C)c(C)c2c1 (stereo not given),-1.1
Cn1cnc(C(=O)NC2CCN(C(=O)OC(C)(C)C)CC2)c1C(=O)NC1CCN(C(=O)OC(C)(C)C)CC1,1.0
CCCn1c(=O)c2[nH]c(-c3ccc(OCC(=O)Nc4ccc(C#N)cc4)cc3)nc2n(CCC)c1=O,0.1
COc1ccc(Cl)cc1C(=O)NN=C1CCCC1,-0.9
CCN1C(=O)[C@H]2[C@@H](c3ccc(-c4ccc5c(c4)OCO5)c(OC)c3)N[C@@](C)(C(=O)OC)[C@H]2C1=O,-0.1
O=C(NNC(=O)c1cccs1)c1ccc(Cl)c(S(=O)(=O)N2CCCC2)c1,7.5
O=C(Cc1ccc(Cl)cc1)NCCc1ccc(F)cc1,-2.0
COc1ccc(OC)cc1,1.8
NC1=NC(=O)/C(=C/c2ccccc2OCC(=O)Nc2ccc(F)cc2)S1,1.1
O=C(COc1ccccc1)Nc1cc2c3c(c1)CC(=O)N3CCC2,-0.7
O=C(Nc1ccc(Cl)cc1)c1nc[nH]c1C(=O)NCCCNC(=O)c1[nH]cnc1C(=O)Nc1ccc(Cl)cc1,0.9
CCN(C(=O)c1ccc2c(c1)OCO2)C1CCS(=O)(=O)C1 (stereo not given),0.5
Nc1cccc(CP(=O)(c2ccccc2)c2ccccc2)c1,-0.6
CCCCN(C(=O)c1cc(-c2ccncc2)nc2ccccc12)c1c(N)n(CC(C)C)c(=O)[nH]c1=O,-0.2

# Compounds from the list above that have a furan ring, fused or not, in the order listed:
SMILES,OXTR ag
C=CCn1c(SC(C)C(=O)c2c(N)n(C)c(=O)n(C)c2=O)nnc1-c1ccoc1C (stereo not given),-0.7
O=C(OCc1c(-c2ccccc2)ncc2ccccc12)c1ccco1,-1.4
Cc1ccc(NC(=O)COC(=O)c2ccc(Br)o2)cc1S(=O)(=O)N1CCCCC1,3.5
COc1ccc2oc(C(=O)NCC(c3ccco3)N(C)C)c(C)c2c1 (stereo not given),-1.1

# Other entries.
SMILES,OXTR ag
Cc1ccc(OCCC(=O)Nc2ccc(C)c(S(=O)(=O)N3CCOCC3)c2)cc1,2.6
CCN(CC(=O)Nc1ccc2c(c1)OCCO2)C(=O)c1cc(Cl)nc2ccccc12,-0.9
COc1ccc(OC)c(C2/C(=C(/O)c3cnn(-c4ccccc4)c3C)C(=O)C(=O)N2CCN(C)C)c1 (stereo not given),-0.1
CC(NC(=O)NC(=O)c1ccc(F)cc1)C1CC1 (stereo not given),1.6
CCN(C(=O)COC(=O)CCC(=O)c1ccccc1)c1c(N)n(Cc2ccccc2)c(=O)[nH]c1=O,1.0
O=C(Cn1cnc2cc([N+](=O)[O-])ccc2c1=O)N1CCN(S(=O)(=O)c2ccccc2)CC1,-0.9
CCOc1ccccc1C(=O)NCC(=O)N1CCC(C)CC1,0.7
CN(Cc1ccccc1N1CCCC1)C(=O)c1cc2cc(Cl)ccc2o1,-1.2
CC(C)OCCCn1c(SC(C)C(=O)NCC2CCCO2)nc2cc(Cl)ccc2c1=O (stereo not given),-2.6
Cc1ccc(C(=O)NCC(=O)N2CCCCCCC2)cc1,0.0
Cc1cc(C)cc(N(CCC#N)C(=O)COC(=O)CNC(=O)c2sc3ccccc3c2Cl)c1,0.2
Nc1nnc(SCC(=O)Nc2nnc(-c3ccccc3)o2)s1,-0.4
O=C(COC(=O)c1cccc(S(=O)(=O)Nc2ccc(F)cc2)c1)NCCN1C(=O)CSC1=O,0.5
CN1CCN(c2ccc(NC(=O)c3cc(S(N)(=O)=O)ccc3N3CCOCC3)cc2)CC1,0.7
CCN(Cc1ccccc1)C(=O)Cc1ccc(OC)c(S(=O)(=O)N2CCOCC2)c1,0.0
COc1ccc([C@H]2CC(=O)C=C(/C=C/Cc3ccccc3)C2)cc1,-0.7
Cc1cc(C)c(C)c(S(=O)(=O)N2CCN(C(=O)CNC(=O)c3ccco3)CC2)c1C,-0.7
CN(C(=O)CSc1nnnn1-c1ccc(Cl)cc1)C1CCS(=O)(=O)C1 (stereo not given),-1.1
CC1CCCCC12NC(=O)N(CC(=O)OCc1ccccc1F)C2=O (stereo not given),0.0
CCOC(=O)c1c(C)[nH]c(C)c1C(=O)COC(=O)c1sccc1C,2.2
O=C(Oc1ccc(F)c(F)c1)c1ccc2c(=O)n3c(nc2c1)CCC3,11.6
COc1ccc(CC(=O)NNC(=O)c2ccc(Br)s2)cc1OC,-0.7
O=C(COC(=O)c1cccc(S(=O)(=O)N2CCOCC2)c1)Nc1ncc(Cl)cc1Cl,1.6
O=C(COC(=O)CNC(=O)C1CCCCC1)NCc1ccccc1,0.4
CCN(Cc1ccc2c(c1)OCCO2)C(=O)CSc1nc(C)nc2sc(C)c(C)c12,-0.6
O=C(C[C@H]1C/C=C\CC[C@H](Cc2ccc(F)cc2)C(=O)O[C@@H](c2ccccc2)CNC1=O)N[C@@H](CO)Cc1ccccc1,3.1
CCN(C[C@H]1N[C@@](Cc2ccccc2)(C(=O)OC)[C@H]2C(=O)N(Cc3ccccc3)C(=O)[C@@H]12)S(=O)(=O)c1ccc(OC(F)(F)F)cc1,1.4
CC(C)(C)OC(=O)C[C@@H]1C/C=C\C[C@H](CC(=O)N[C@@H](CO)Cc2ccccc2)C(=O)N[C@H](C(C)(C)C)COC1=O,0.8
CC(C)NC(=O)Nc1ccc2c(c1)C(=O)N([C@H](C)CO)C[C@H](C)[C@@H](CN(C)S(=O)(=O)c1cccs1)O2,0.8
Cn1cccc1C(=O)Nc1ccc(Cl)c(S(=O)(=O)N2CCCCC2)c1,-1.6
COc1ccc(NC(=O)CSCC(=O)N(C)Cc2ccc3c(c2)OCCO3)cc1,1.2
COc1cc(CNS(=O)(=O)CCl)cc(OC)c1OC,1.6
Cc1cccc(NS(=O)(=O)c2cccc(C(=O)NCC3(N4CCCCC4)CCCCC3)c2)c1,0.7
O=C(COC(=O)c1cc(Cl)ccc1O)Nc1ccccc1C(=O)NC1CC1,2.2
Cc1ccc(S(=O)(=O)N2[C@@H](c3ccccc3F)C(C(=O)O)=CC[C@H]2c2ccc(C(C)C)cc2)cc1,-1.6
COc1ccc(-c2nn(-c3ccccc3)cc2C(=O)NCC(c2cccs2)N2CCOCC2)cc1 (stereo not given),-1.6
Cc1cc(C)cc(NC(=O)CSc2nnc(-c3ccncc3)o2)c1,-0.4
COc1ccc(CN2CC(=O)N3[C@H]4c5ccc(OC)cc5OC[C@@H]4[C@H](c4ccccc4)[C@]3(C)C2=O)cc1,1.5
Cc1ccsc1C(=O)OCc1cc(=O)n2ccsc2n1,-0.4
CCN(Cc1ccccc1)S(=O)(=O)c1ccc(C(=O)N(CCCN(C)C)c2nc3cc4c(cc3s2)OCCO4)cc1,6.0
Cc1ccsc1C(=O)OCC(=O)NCc1ccccc1,0.8
COc1ccc(OCCCC(=O)Nc2ccc(OC)c(S(=O)(=O)N3CCOCC3)c2)cc1,1.8
Cc1ccc(NC(=O)CNc2ccccc2N2CCCC2=O)cc1S(=O)(=O)N1CCCCC1,3.0
CC(C)CCOc1ccc(C(=O)NCC(c2cccs2)N2CCOCC2)cc1 (stereo not given),-1.8
O=C(COc1ccc(F)cc1Br)NCc1nnc2ccccn12,0.0
COc1cccc(CNC(=O)C2CCCN(C(=O)c3ccc(Cl)cc3)C2)c1 (stereo not given),-0.4
O=C(CCNC(=O)c1ccc(Br)cc1)NCc1ccccc1F,-1.0
Cc1noc(C)c1S(=O)(=O)N(C)C[C@H]1Oc2ccc(NC(=O)Cc3ccccc3)cc2C(=O)N([C@H](C)CO)C[C@@H]1C,0.1
COc1ccc(C(=O)O/N=C2\C(=O)N(C)c3ccccc32)cc1,1.8
COc1cc(OC)cc(C(=O)N[C@H](C(=O)OCC(=O)Nc2ccc3c(c2)OCO3)C(C)C)c1,-2.1
O=S(=O)(N(Cc1ccccc1)[C@@H](CO)Cc1ccccc1)N(Cc1ccccc1)[C@@H](CO)Cc1ccccc1,1.8
Cc1ccccc1C(=O)N1CCC(C(=O)N2CCN(c3ncccn3)CC2)CC1,3.5
CCN(CC(=O)Nc1ccccc1OC)C(=O)CCOc1ccc(C(C)(C)C)cc1,-2.3
COc1cccc(NC(=O)CN(C)CC(=O)Nc2ccc3c(c2)OCO3)c1,-0.9
Cc1sc2ncnc(N3CCN(S(=O)(=O)c4ccccc4)CC3)c2c1C,5.0
COc1ccc(SC[C@H](C)CN2CC[C@H](C(C)(C)C)CCC2=O)cc1,-1.6
CCc1nnc(NC(=O)Cc2ccc(S(=O)(=O)N3CCCCC3)cc2)s1,3.1
CCCCn1c(N)c(N(CC(C)C)C(=O)c2ccc(-n3c(C)ccc3C)cc2)c(=O)[nH]c1=O,0.0
CN1CC[C@]23c4ccccc4N[C@H]1[C@]21CCN(C)[C@H]3Nc2ccccc21,0.6
COc1ccc(C(=O)COC(=O)c2cc(S(=O)(=O)N3CCCCC3)ccc2N2CCOCC2)c(OC)c1,-1.1
COc1cc(C(=O)NNC(=O)c2cccc(Cl)c2)ccc1OCC(=O)N1CCOCC1,0.2
O=C(Nc1ccc(S(=O)(=O)N2CCCCC2)cc1)C1CCN(C(=O)c2ccc(F)cc2)CC1,-1.1
O=C(CSc1nnc(Nc2ccccc2F)s1)NC(=O)CN1CCCC1=O,0.1

# Bioassay records: PubChem, The Scripps Research Institute Molecular Screening Center

# The list is partial, so the mix of outcomes need not match the whole.
